# Assay outcomes as filed in PubChem.
# H9c2 TAG inh – inhibitors of triacylglycerol accumulation, primary screen, cell-based, uHTS, fluorescence, H9c2. H9c2 cells, Nile Red lipid (TAG) fluorescence; cells loaded with 200 µM oleic acid. inhibition, % at 12.5 µM. hit rate 0.66% among 230,000;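 active means pattern-corrected inhibition of lipid staining of at least 50% with the nuclear-stain viability signal not falling by more than 50%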;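 further: 0% = DMSO wells and 100% = triacsin C control wells; some results filed as inactive read as strong as hits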
# H9c2 TAG inh DAPI viability – recorded beside H9c2 TAG inh, whose call it bears; DAPI nuclei signal change (viability), lower = more cytotoxic, %;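 whole-well DAPI fluorescence read on a plate reader as a viability signal; minus 50 percent equals half of cells still viable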
# Starred values were filed as active, the others as inactive.
# Sample of the layout (27 entries):
SMILES	H9c2 TAG inh DAPI viability	H9c2 TAG inh
COc1ccc(Cl)cc1-c1nc(-c2ccc(NC(=O)c3ccncc3)cc2)no1	4	25
FC(F)C(F)(F)Oc1cccc(Nc2nccn3c(-c4cc(C(F)(F)F)cc(C(F)(F)F)c4)cnc23)c1	24	7
CC(C)(C)c1ccc(CC(=O)N2CCC2(C)C(=O)NCc2ccc(Cl)cc2)cc1 (stereo unspecified)	-11	-9
O=C(c1ccc(CS(=O)(=O)c2c(Cl)cccc2Cl)o1)N1CCN(c2ccccn2)CC1	-7	8
COc1ccc(C)cc1S(=O)(=O)N(C)CC(=O)N1CCC(C(N)=O)CC1	-7	5
CCCCS(=O)(=O)NC1=NCN(CCOC(=O)c2ccccc2)CN1	1	8
C=CCc1cccc2cc(C(=O)NC(C)(C)C)c(=O)oc12	5	2
COc1ccc(CCc2nc(-c3ccc(-n4cccc4)cc3)no2)cc1	0	-2
O=C(O)c1cccc(S(=O)(=O)Nc2ccc(-c3ccccc3)cc2)c1	4	5
CCCN(CC(=O)Nc1ccccc1OC)C(=O)CNC(=O)c1ccc(C)s1	5	-2
COC(=O)c1ccc(-c2noc(CN(C)CCC3CCCCO3)n2)cc1 (stereo unspecified)	10	-7
CC(C)c1ccc(/C=C(\NC(=O)c2ccccc2)C(=O)NCCCN2CCOCC2)cc1	8	5
COc1ccc(CCNC(=O)CSc2nnc(CNC(=O)c3ccccc3F)o2)cc1OC	-10	-13
COCc1cccc(-c2csc(C(O)c3ccc(F)cc3)n2)c1 (stereo unspecified)	-8	-21
CC(=O)Nc1cccc(NC(=O)CSc2nnc3ccc(-c4ccccn4)nn23)c1	9	-9
Cc1ccccc1Nc1nc(N)nc(COC(=O)[C@@H](NC(=O)c2c(F)cccc2F)C(C)C)n1	-3	1
Cc1csc(SCC(=O)Nc2nc3ccccc3s2)n1	2	-25
Cc1cccc(C(=O)OCC(=O)NCc2ccc3c(c2)OCO3)c1C	-3	27
CC(C)CN1CCNC(=O)C1CC(=O)NCCc1ccc(C(F)(F)F)cc1 (stereo unspecified)	-2	-4
CC(=O)Nc1ccc(Nc2nc(C)nc3c2oc2ccccc23)cc1	-9	33
CC(=O)Nc1cncc(-c2cccc(S(C)(=O)=O)c2)n1	-1	-8
COc1ccc(C(=O)Nc2ccccc2C(=O)Nc2ccncc2)cc1	-7	45
C[C@]12CC[C@@H]3c4ccc(O)cc4CC[C@H]3[C@@H]1CC[C@@H]2OC(=O)CCC1CCCC1	-8	-6
O=c1cc(N2CCCCC2)c(-c2ccccc2)nn1Cc1ccccc1	-2	3
Cn1c(=O)c2cc(NC(=O)NCCc3cccs3)ccc2n1Cc1ccccc1	14	0
O=C1c2ccccc2S(=O)(=O)N1Cc1nnc(-c2ccccc2Br)o1	-10	20
CCCS(=O)(=O)NC(=O)C1(C)CCN(C(=O)CSc2ccccc2)C1 (stereo unspecified)	9	-6

# The listing, repeating the preview:
SMILES	H9c2 TAG inh DAPI viability	H9c2 TAG inh
COc1ccc(Cl)cc1-c1nc(-c2ccc(NC(=O)c3ccncc3)cc2)no1	4	25
FC(F)C(F)(F)Oc1cccc(Nc2nccn3c(-c4cc(C(F)(F)F)cc(C(F)(F)F)c4)cnc23)c1	24	7
CC(C)(C)c1ccc(CC(=O)N2CCC2(C)C(=O)NCc2ccc(Cl)cc2)cc1 (stereo unspecified)	-11	-9
O=C(c1ccc(CS(=O)(=O)c2c(Cl)cccc2Cl)o1)N1CCN(c2ccccn2)CC1	-7	8
COc1ccc(C)cc1S(=O)(=O)N(C)CC(=O)N1CCC(C(N)=O)CC1	-7	5
CCCCS(=O)(=O)NC1=NCN(CCOC(=O)c2ccccc2)CN1	1	8
C=CCc1cccc2cc(C(=O)NC(C)(C)C)c(=O)oc12	5	2
COc1ccc(CCc2nc(-c3ccc(-n4cccc4)cc3)no2)cc1	0	-2
O=C(O)c1cccc(S(=O)(=O)Nc2ccc(-c3ccccc3)cc2)c1	4	5
CCCN(CC(=O)Nc1ccccc1OC)C(=O)CNC(=O)c1ccc(C)s1	5	-2
COC(=O)c1ccc(-c2noc(CN(C)CCC3CCCCO3)n2)cc1 (stereo unspecified)	10	-7
CC(C)c1ccc(/C=C(\NC(=O)c2ccccc2)C(=O)NCCCN2CCOCC2)cc1	8	5
COc1ccc(CCNC(=O)CSc2nnc(CNC(=O)c3ccccc3F)o2)cc1OC	-10	-13
COCc1cccc(-c2csc(C(O)c3ccc(F)cc3)n2)c1 (stereo unspecified)	-8	-21
CC(=O)Nc1cccc(NC(=O)CSc2nnc3ccc(-c4ccccn4)nn23)c1	9	-9
Cc1ccccc1Nc1nc(N)nc(COC(=O)[C@@H](NC(=O)c2c(F)cccc2F)C(C)C)n1	-3	1
Cc1csc(SCC(=O)Nc2nc3ccccc3s2)n1	2	-25
Cc1cccc(C(=O)OCC(=O)NCc2ccc3c(c2)OCO3)c1C	-3	27
CC(C)CN1CCNC(=O)C1CC(=O)NCCc1ccc(C(F)(F)F)cc1 (stereo unspecified)	-2	-4
CC(=O)Nc1ccc(Nc2nc(C)nc3c2oc2ccccc23)cc1	-9	33
CC(=O)Nc1cncc(-c2cccc(S(C)(=O)=O)c2)n1	-1	-8
COc1ccc(C(=O)Nc2ccccc2C(=O)Nc2ccncc2)cc1	-7	45
C[C@]12CC[C@@H]3c4ccc(O)cc4CC[C@H]3[C@@H]1CC[C@@H]2OC(=O)CCC1CCCC1	-8	-6
O=c1cc(N2CCCCC2)c(-c2ccccc2)nn1Cc1ccccc1	-2	3
Cn1c(=O)c2cc(NC(=O)NCCc3cccs3)ccc2n1Cc1ccccc1	14	0
O=C1c2ccccc2S(=O)(=O)N1Cc1nnc(-c2ccccc2Br)o1	-10	20
CCCS(=O)(=O)NC(=O)C1(C)CCN(C(=O)CSc2ccccc2)C1 (stereo unspecified)	9	-6
O=C(CCC1CCN(Cc2ccc(Cl)cc2)CC1)NC1CC1	-4	-5
CCC(C)NC(=O)c1cn(CC)c2cc(N3CCN(C)CC3)c(F)cc2c1=O (stereo unspecified)	5	1
COCCNC(=O)c1c(N)n(CCC2=CCCCC2)c2nc3ccccc3nc12	34	-12
CC(=O)c1ccc(OCCCC(=O)N2CCN(S(=O)(=O)c3cccs3)CC2)cc1	15	-12
CCOC(=O)c1oc2cc(C)cc(C)c2c1C	5	-4
O=C(CCS(=O)(=O)c1ccccc1)Nc1ccc(S(=O)(=O)Nc2nccs2)cc1	-11	2
O=C(CSc1ncn[nH]1)Nc1ccc(Cl)c(S(=O)(=O)N2CCOCC2)c1	39	10
C=CCNC(=O)c1cc(C(=O)C(C)c2ncc(C(F)(F)F)cc2Cl)c[nH]1 (stereo unspecified)	-9	15
CCN(CC(=O)Nc1ccc2c(c1)OCCO2)C(=O)c1ccccc1Br	-1	-19
Cc1cccc(NC(=O)COC(=O)c2nn(C)c(=O)c3ccccc23)c1C	4	-13
Cc1csc(NC(=O)[C@@H](NC(=O)c2ccccc2)C(C)C)n1	6	-14
O=C(Oc1ccccc1)N1CCOCC1	2	6
CCOc1ccc2[nH]c(=O)c(CN(CC3COCCO3)C(=O)c3ccco3)cc2c1 (stereo unspecified)	-6	11
Cc1ccc(NC(=O)c2nc[nH]c2C(=O)NCCN(CCNC(=O)c2[nH]cnc2C(=O)Nc2ccc(C)cc2)CCNC(=O)c2[nH]cnc2C(=O)Nc2ccc(C)cc2)cc1	-69	110
O=C1CC2(CCN(C(=O)c3ccc(F)c(F)c3)CC2)Oc2ccccc21	-3	-17
CN1CCN(NC(=O)c2cccc(S(=O)(=O)N3CCCCCC3)c2)CC1	-5	17
Nc1nnc(SCc2cc3c(cc2Cl)OCO3)s1	35	-17
CCC(C)(C)C1CCc2c(sc(NC(=O)c3ccccc3C(=O)O)c2C#N)C1 (stereo unspecified)	-5	10
O=C(NCc1ccccc1)c1ccc(-c2ccccc2C(F)(F)F)o1	0	-9
O=C(NCCCN1CCCC1=O)c1ccc2c(c1)ncn2C1CCCCC1	0	-35
O=C(NNS(=O)(=O)c1ccc(F)c(Cl)c1)c1cccc(S(=O)(=O)N2CCOCC2)c1	1	-4
CS(=O)(=O)N1CCn2c1nc1ccccc12	4	-14
Cc1ccc(C(=O)Nc2ncc3c(Cl)cccc3n2)cc1	-10	-3
COc1ccc(OC)c(NC(=O)CN2C(=O)C(C)N(c3ccc(C)cc3)C2=O)c1 (stereo unspecified)	-11	-13
O=C(CSc1nnc(NC(=O)C2CCC2)s1)Nc1ccc(N2CCOCC2)cc1	-1	46
c1cnn(-c2nc(N3CCOCC3)nc(N3CCOCC3)n2)c1	-2	18
O=C(CNC(=O)C1CCCCC1)Nc1cc(Cl)cc(Cl)c1	-17	25
CCOC(=O)C(N=Nc1nn[nH]n1)C(C)=O (stereo unspecified)	9	-9
COC(=O)c1cc(NC(=O)CN(C)C2CCS(=O)(=O)C2)cc(C(=O)OC)c1 (stereo unspecified)	-10	2
CON/C=C(\C=Nc1ccc(F)cc1)c1ncc(C(F)(F)F)cc1Cl	0	-6
O=C(NCCC1=CCCCC1)C1CCN(S(=O)(=O)c2cnc[nH]2)CC1	2	-5
COc1cc(F)ccc1-c1cc(C(=O)NCc2ccc(C(F)(F)F)cc2)[nH]n1	-12	-2
CCC(OC(=O)c1cccs1)C(=O)NCc1ccc(C)cc1 (stereo unspecified)	1	-1

# More structures follow.
SMILES	H9c2 TAG inh DAPI viability	H9c2 TAG inh
N=c1c2c(-c3ccccc3)c(-c3ccccc3)n(Cc3ccco3)c2ncn1CCCN1CCOCC1	-8	24
CC(=O)N/C(=C/c1ccccc1)C(=O)NCCO	-14	6
N#CC1(C(N)=O)OC12CCS(=O)(=O)c1ccccc12 (stereo unspecified)	-2	-8
Cc1cccc(-c2nc3c(c(SCC(=O)N4CCOCC4)n2)CCCC3)c1	0	24
COc1ccc(-c2nn(-c3ccccc3)cc2/C=C/C(=O)N2CCOCC2)cc1OC	-31	19
CS(=O)(=O)Nc1ccc(-c2ccc(/C=C3\SC(N)=NC3=O)o2)cc1	0	6
COc1ccc(N2CC(O)=C(c3nc(-c4ccc(Cl)cc4)cs3)C2=N)cc1	10	-20
CCCC(C)C(=O)Nc1ccc(C(N)=O)cc1 (stereo unspecified)	1	-4
O=C(CN1CCN(Cc2ccccc2)CC1)Nc1cccc(S(=O)(=O)N2CCCCCC2)c1	9	2
Cc1cccc(C)c1NC(=O)CSc1nc(N2CCOCC2)nc(N2CCOCC2)n1	-4	22
CC(C)NC(=O)c1ccccc1NS(=O)(=O)c1ccc(Br)s1	-5	-7
Nc1nnc(SCc2c(F)cccc2Cl)s1	-6	5
COc1cc(/C=C/C(=O)OCC(=O)c2ccc[nH]2)cc(OC)c1OC	7	0
CC(C)CNc1ncnc2c1ncn2[C@H]1CN(Cc2ccncc2)C[C@@H](CO)O1	7	-1
CCC1CCc2c(sc(NC(=O)c3ccco3)c2C(N)=O)C1 (stereo unspecified)	-2	6
C#CCOCCOCCOCCNc1nc(N2CCN(C(=O)CCCCCCCCCCNC(=O)Cn3cc(C[C@@H](C)O)nn3)CC2)nc(N2CCN(C(=O)CCCCCCCCCCNC(=O)[C@H](CCCCN)n3cc(CCCC(=O)O)nn3)CC2)n1	-1	-18
C[C@H](CO)N1C[C@H](C)[C@@H](CN(C)S(=O)(=O)c2ccc(F)cc2)OCc2cn(nn2)CCCC1=O	-7	1
O=C(O)CN1C(=O)/C(=C/c2ccc(SCc3ccccc3)o2)SC1=S	-1	-9
CSc1nc2ccc(NC(=O)NC(=O)c3c(F)cccc3F)cc2s1	7	-1
COc1ccc(NC(=S)N(CCCN2CCOCC2)C(C)c2cc3cccc(OC)c3o2)cc1 (stereo unspecified)	-2	-9
CCN(CC(=O)Nc1ccc(NC(C)=O)cc1)C(=O)c1c(C)nn(Cc2ccc(C)cc2)c1Cl	-8	-21
CCOC(=O)c1cn2nc(Oc3ccc(C(=O)OC)cc3)ccc2n1	6	-10
CC(=O)NC(=S)Nc1cccc([N+](=O)[O-])c1	-1	-6
CC(Oc1ccccc1)C(=O)Nc1cccc(F)c1 (stereo unspecified)	0	16
O=C(CC1Oc2ccccc2NC1=O)NC1CC1 (stereo unspecified)	-9	8
CC(=O)Nc1ccc(C2NC(=S)N(c3ccccc3C(F)(F)F)C(C)=C2C(=O)N2CCOCC2)cc1 (stereo unspecified)	2	11
CN1CCN(c2ccc(-c3cccc(NC(=O)COc4ccccc4)c3)nn2)CC1	-2	0
CC1(C)NC(C)(C)c2nonc2/C1=N\O	2	-2
COc1ccc(CN2CCC(Cc3ccccc3)CC2)c(C)c1C	8	-6
[N-]=[N+]=NCCN1CCN(Cc2ccccc2)CCC1=O	-7	-3
O=C(Nc1ccc2c(c1)OCCO2)c1cc2ccccc2o1	-5	-10
CC(C)N(Cc1nc(-c2ccccc2)no1)C(=O)Cc1ccccc1	10	0
COC(=O)C(NC=O)C(O)(Cc1ccccc1)C(F)(F)F (stereo unspecified)	14	-7
Nc1ccn(C2CC(O)C(CO)O2)c(=O)n1 (stereo unspecified)	5	11
O=C(Nc1ccccc1C(=O)O)c1cc(S(=O)(=O)N2CCOCC2)cs1	1	12

# Copied from the list.
# H9c2 TAG inh result of CC(C)N(Cc1nc(-c2ccccc2)no1)C(=O)Cc1ccccc1 is entered as 0
# H9c2 TAG inh DAPI viability result of O=C(Nc1ccc2c(c1)OCCO2)c1cc2ccccc2o1 is entered as -5

# A portion of the library; rates above refer to the full screens.
